MMP13 inh = human MMP13 inhibitors, primary screen, biochemical, FRET peptide cleavage; MMP-13 fTHP FRET cleavage, Mca fluorescence; inhibition, % at 4 µM; 65,000 compounds, 0.07% hits; Collagenase 3 (Homo sapiens), P45452;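 active means inhibition above the mean of compound-free control plate wells plus 3 SD, cut at about 14% in these data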;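 further: 0% = DMSO wells and 100% = wells with reference MMP-13 inhibitor after basal subtraction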
RORA act = activators of orphan receptor RORA, primary screen, cell-based, luminescence; CHO-K1 Gal4-RORA LBD luciferase reporter; percent increase over mock-subtracted basal signal; activation, % at 10 µM; 65,000 compounds, 1.5% hits; AID 560, 2006;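 active means activation above the mean of all tested compounds plus 3 SD, cut at about 49% in these data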;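 further: 0% = DMSO-treated RORA cells and 100% = added signal equal to DMSO minus mock-transfected cells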
Target sequence (P35398 whole entry, looked up, the tested form may be a part): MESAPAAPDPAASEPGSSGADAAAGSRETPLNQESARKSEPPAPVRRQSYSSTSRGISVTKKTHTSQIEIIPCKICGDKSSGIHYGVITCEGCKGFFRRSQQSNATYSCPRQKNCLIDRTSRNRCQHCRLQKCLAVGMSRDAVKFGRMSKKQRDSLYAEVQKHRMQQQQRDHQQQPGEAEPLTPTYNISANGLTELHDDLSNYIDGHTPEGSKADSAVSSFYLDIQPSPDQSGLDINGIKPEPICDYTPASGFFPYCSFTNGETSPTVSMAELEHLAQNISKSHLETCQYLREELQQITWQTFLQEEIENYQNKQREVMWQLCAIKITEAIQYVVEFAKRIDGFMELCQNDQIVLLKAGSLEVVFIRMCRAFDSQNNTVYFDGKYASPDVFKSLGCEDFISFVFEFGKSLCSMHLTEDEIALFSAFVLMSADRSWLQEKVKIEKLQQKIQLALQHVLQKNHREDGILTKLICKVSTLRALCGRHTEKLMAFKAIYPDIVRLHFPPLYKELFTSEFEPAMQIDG
HTR1A agonist = human 5-HT1a receptor agonists, primary screen, cell-based, CHO, Ga15 NFAT-bla reporter | activation, % at 10 µM | 65,000 compounds, 0.56% hits | AID 567, 2006 | 5-hydroxytryptamine receptor 1A (Homo sapiens), P08908 | CHO 5-HT1a Ga15 NFAT-bla reporter, FRET ratio; 0% basal, 100% maximal reference agonist;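 active means activation above the screen-wide mean activation plus 3 SD, cut at about 19% in these data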;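 further: 0% = DMSO wells and 100% = 5-CT at EC100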
Target sequence (P08908 whole entry, looked up): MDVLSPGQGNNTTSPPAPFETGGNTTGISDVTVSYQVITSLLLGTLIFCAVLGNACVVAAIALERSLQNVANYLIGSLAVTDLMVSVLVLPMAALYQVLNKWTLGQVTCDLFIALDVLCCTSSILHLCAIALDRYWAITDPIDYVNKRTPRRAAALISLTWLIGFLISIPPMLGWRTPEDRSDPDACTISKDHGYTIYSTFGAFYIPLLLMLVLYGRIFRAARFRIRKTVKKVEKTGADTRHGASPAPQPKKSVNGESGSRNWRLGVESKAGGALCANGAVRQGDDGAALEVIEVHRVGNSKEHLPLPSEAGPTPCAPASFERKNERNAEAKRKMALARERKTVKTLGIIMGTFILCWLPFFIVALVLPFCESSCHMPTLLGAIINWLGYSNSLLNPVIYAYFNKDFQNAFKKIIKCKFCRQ
5HT1a antag = human 5-HT1a receptor antagonists, primary screen, cell-based, CHO, Ga15 NFAT-bla reporter | 62,000 compounds, 0.68% hits | CHO 5-HT1a Ga15 NFAT-bla reporter, antagonist mode | inhibition, % at 10 µM | 5-hydroxytryptamine receptor 1A (Homo sapiens), P08908;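 active means inhibition above the mean of all tested compounds plus 3 SD, cut at about 43% in these data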;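 further: receptor stimulated by 5-CT agonist at 100 nM near EC80; beta-lactamase reporter measured by ratiometric fluorescence of a cleavable substrate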
NADH enzymes = inhibitors of PK/LDH coupling enzymes, profiling panel, artefact control, biochemical, MLSMR library; 65,000 compounds, 0.02% hits; IC50, µM (top dose mostly 10 µM), for inactives: top-dose inhibition; coupled PK/LDH NADH assays, four targets;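 active means single-dose screening hits from any of four coupled enzyme assays that gave an IC50 when retested across doses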;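 further: the DPM-DC format reads NADH fluorescence rather than 340 nm absorbance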
Abs 340nm = compound light absorbance at 340 nm, profiling panel, artefact control, biochemical, MLSMR library, data from PS, PMK, MK assays; fold change at 10 µM; compound absorbance at 340 nm, fold over control; 65,000 tested, under 10 active;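 active means at 10 µM dose, initial 340 nm absorbance at least 2 fold that of control wells; inactive means change under 2 fold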;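 further: initial absorbance extrapolated from kinetic A340 decline of NADH oxidation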
SF1 activator = activators of human SF-1, primary screen, cell-based, CHO-K1, Gal4-SF-1 LBD, luciferase luminescence; CHO-K1 Gal4-SF-1 LBD luciferase reporter; % increase over DMSO SF-1-specific signal; AID 522, 2006; activation, % at 10 µM; 65,000 compounds, 1.9% hits;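 active means activation above the mean activation of all tested compounds plus 3 SD, cut at about 50% in these data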
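Assay system: CHO-K1 cells co-transfected with Gal4 DBD–human SF-1 LBD, 5xGal4 luciferase reporter / Input: 4,000 cells per well / Incubation: 20 h compound exposure at 37 °C after 1 h cell settling / Detection: SteadyLite luciferase luminescence / Control set: DMSO negative control and −SF1 background wells / Replication: one test per compound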
TNAP act DEA = human TNAP enzyme activators, primary screen, biochemical, luminescent, intermediate phosphate acceptor level. Alkaline phosphatase, tissue-nonspecific isozyme (Homo sapiens), P05186. purified TNAP, CDP-star luminescence, 100 mM DEA, 30 min; active compounds read high; scale: 0 levamisole-inhibited, 1 vehicle-only enzyme. 64,000 tested, under 10 active. activation factor at 20 µM. AID 813, 2007;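 active means activation factor of at least 2 at 20 µM, relative to controls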
Fluor 339 460 = intrinsic fluorescence of library compounds, ex339/em460 – biochemical, MLSMR library, data from DPM-DC assay, artefact control, profiling panel | compound autofluorescence, ex339/em460 nm, NADH buffer; active compounds read high; 1 = no-compound wells, NADH background | fluorescence fold increase at 10 µM | AID 709, 2007 | 65,000 compounds, 5.5% hits;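 active means at 10 µM, mean starting fluorescence two-fold or more over control wells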;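 further: signal is the first read of a kinetic run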
Starred values were filed as active, the others as inactive; · = no result given; [ ] = dose if it differs, or a comment. No enrichment for hits; 8.9% or so of the library scored in one or more.

Sample of the layout:
SMILES	MMP13 inh	RORA act	HTR1A agonist	5HT1a antag	NADH enzymes	Abs 340nm	SF1 activator	TNAP act DEA	Fluor 339 460
COc1ccc(-n2nnnc2SCC(=O)c2ccc(O)c(O)c2)cc1	8	-15	-3.3	30	3%	1	-23	0.6	1
O=C(Nc1c2c(nn1-c1ccc(F)cc1)CS(=O)(=O)C2)C12CC3CC(CC(C3)C1)C2	-1	15	1.4	15	6%	1	-10	0.9	1.1
CCNC(=O)C1CC(=O)N(Cc2ccc3c(c2)OCO3)C(=Nc2ccc(F)cc2)S1 (configuration not stated)	6	15	-2.9	6	3%	0.99	0	0.8	1

The list itself, repeating the preview:
SMILES	MMP13 inh	RORA act	HTR1A agonist	5HT1a antag	NADH enzymes	Abs 340nm	SF1 activator	TNAP act DEA	Fluor 339 460
COc1ccc(-n2nnnc2SCC(=O)c2ccc(O)c(O)c2)cc1	8	-15	-3.3	30	3%	1	-23	0.6	1
O=C(Nc1c2c(nn1-c1ccc(F)cc1)CS(=O)(=O)C2)C12CC3CC(CC(C3)C1)C2	-1	15	1.4	15	6%	1	-10	0.9	1.1
CCNC(=O)C1CC(=O)N(Cc2ccc3c(c2)OCO3)C(=Nc2ccc(F)cc2)S1 (configuration not stated)	6	15	-2.9	6	3%	0.99	0	0.8	1
Cc1ccccc1N(CC(=O)Nc1ccc(F)cc1)S(C)(=O)=O	3	-15	-0.1	-1	6%	1	13	0.9	1.1
COCC(=O)Nc1nc2n(n1)C(c1ccc(Cl)cc1)CC(c1ccc(OC)cc1)N2 (configuration not stated)	-103[fluorescence artefact?]	-9	3.0	7	12%	0.99	6	1	2.5*
Cc1ccc(C(=O)NCC(C)(C)O)cc1	4	-8	2.2	·	2%	1	-18	0.9	1.1
CCOc1ccc(C(=O)N2CCN(c3cccc(C)c3C)CC2)cc1	3	-12	0.5	24	0%	1.1	-7	1	1.1
O=C(CC1SC(=Nc2ccccc2)N(CCCCO)C1=O)NCc1ccccc1 (configuration not stated)	1	-15	-0.5	6	4%	1	-6	1	1.1
CCCN(CCC(=O)Nc1cc(OC)cc(OC)c1)CC1CC1	-4	10	-2.0	-2	9%	1	-17	0.9	1.2
O=C(c1c(Cl)nc2sccn12)N(C(=O)c1c(Cl)nc2sccn12)c1ccc(Cl)cn1	-8	37	-1.7	16	4%	1	49	0.8	1.2
CCOC(=O)c1[nH]c2ccc(F)cc2c1NC(=O)CCN1CCSCC1	-34	-13	-3.6	·	1%	1	-9	0.9	1.4
Cc1csc(NC(=O)CSc2nnc(-c3ccoc3C)n2Cc2ccco2)n1	-1	6	1.6	21	4%	1	10	0.9	1.1
CC1CCN(S(=O)(=O)c2cccc(C(=O)NCc3cccs3)c2)CC1	-2	-6	0.7	-4	2%	0.97	12	0.9	1.2
Cc1cccc(OCC(=O)Nc2ccc3c(c2)OCCO3)c1	1	-19	-4.1	-5	0%	1	-21	0.9	1
COc1ccc(OC)c(NC(=O)C2CCCN(S(=O)(=O)c3cccc4cccnc34)C2)c1 (configuration not stated)	-1	7	-4.0	-12	7%	1.1	-9	0.8	1.1
NC(=O)C1(N2CCCCC2)CCN(CC(=O)Nc2ccccc2-c2ccccc2)CC1	2	-21	-1.6	-6	3%	1	-2	1	1.1
O=C(NC1CCCCCC1)C1c2ccccc2C(=O)N1Cc1cccnc1 (configuration not stated)	2	-5	1.1	2	5%	0.97	11	0.9	1
CC(=O)c1ccc(NC(=O)N[C@@H](Cc2ccccc2)C(=O)O)cc1	-8	-17	-2.5	5	4%	1.1	-21	0.9	1.1
c1ccc(-c2noc(-c3ccco3)n2)nc1	5	15	0.7	2	9%	1	33	0.9	1.1
CSc1ccn(CCC(=O)O)c(=O)n1	4	6	0.3	7	0%	1	14	0.9	1.1
CCCC12CN3CC(C)(CN(C1)C31C(=O)Nc3ccc(C)cc31)C2=O (configuration not stated)	1	-6	0.1	0	7%	1	4	0.9	1.1
CC1CC(C)CN(c2ncc3c(n2)CC(c2ccccc2Cl)CC3=O)C1 (configuration not stated)	2	-15	-0.6	16	8%	1.1	17	0.9	1.3
Cc1ccc(-c2nnc(N(C)C(=O)c3ccccn3)s2)cn1	-1	4	-2.5	3	1%	1	5	0.8	1.1
CC1=C(C(=O)OC(C)C)C(c2ccncc2)n2ncnc2N1 (configuration not stated)	-4	-15	-0.4	-21	3%	1.1	5	0.9	1.1
COc1cccc(-c2nc(S(=O)(=O)c3ccccc3)c(N3CCOCC3)o2)c1	-1	-23	-1.7	1	7%	1.1	-24	1	1.1
CN(Cc1cccs1)C(=O)COc1ccc(-c2nnco2)cc1	2	-2	-2.2	4	5%	1	0	0.9	1.1
CC(=O)Nc1cc(NC(C)=O)c(CC(C)C)s1	5	-19	-1.2	-5	6%	1	1	0.9	1.1
COc1ccc(-n2c(=O)[nH]cc(C(=O)N3CCCc4ccccc43)c2=O)cc1	4	-2	-4.6	9	4%	1	11	1	1.1
COC(=O)CSCC(=O)Nc1cc2c(cc1C(C)=O)OCO2	-3	7	-3.2	·	6%	1	-2	1.1	1.6
O=C(NC1CCCCC1)N1CCN(CCc2ccccc2)CC1	1	-13	0.2	-9	1%	1.1	6	0.9	1.1
Cc1ccc(-n2cnnn2)c(S(=O)(=O)N2CCOCC2)c1	1	2	2.0	1	1%	1.1	0	0.9	1
CC1CC(C)CN(c2ncc3c(n2)CC(c2ccccc2)CC3=O)C1 (configuration not stated)	0	3	-1.4	15	5%	1	-14	0.9	1.2
Cc1cc2nnc(SC(C)C#N)n2c2ccccc12 (configuration not stated)	-2	11	2.7	2	7%	1	10	1	1.2
Cc1noc(/C=C/c2ccco2)c1S(=O)(=O)N1CCC(C(=O)N2CCc3ccccc3C2)CC1	2	-5	-5.1	6	1%	1.1	17	0.9	1.2
CCCCn1c(NCc2ccccn2)nc2ccccc21	2	15	-0.2	-5	7%	0.99	20	1	1.1
O=C(NC1CCCCC1)NC1(C(=O)N2CCN3CCCC3C2)CCCCC1 (configuration not stated)	-11	-23	-1.7	-7	3%	0.97	4	1	1
O=C(COc1ccccc1Br)c1ccc(O)cc1O	-3	-16	-2.2	4	6%	0.99	-3	1	1.1
CN(C)CCCN1C(=O)CSC1c1ccccc1 (configuration not stated)	3	-3	-1.1	-12	2%	0.97	5	0.8	1
CCOC(=O)c1c(C)n(C)c2ccc(O)c(CN(C)C)c12	2	-2	-3.6	11	2%	1	-10	1	1.1
O=C(c1c[nH]c(=O)n(-c2ccccc2)c1=O)N1CCc2ccccc21	-6	-7	-1.3	-6	4%	1	-11	0.9	1.1
c1ccc(Oc2cccc(OCCn3cncn3)c2)cc1	0	-8	-0.4	-7	4%	1.1	18	1	1.1
O=C(Nc1ccc(N2C(=O)C3C4C=CC(C4)C3C2=O)cc1)Nc1cccnc1 (configuration not stated)	2	-8	-4.9	-11	11%	0.96	3	1	0.98
COc1ccc(C)cc1NC(=O)CSc1nnc(-c2ccco2)n1Cc1ccco1	2	-6	-0.2	17	1%	1	-6	1	1
COCCCn1cnc2c(c1=O)c1nc3ccccc3nc1n2-c1ccc(C)cc1	3	-8	2.9	-9	7%	1.2	9	1.1	1.2
COc1ccc(N2CCN(C(=O)CCN3C(=O)c4ccccc4S3(=O)=O)CC2)cc1	-2	-5	-0.8	-12	5%	1	-6	0.9	1.1
Cc1c[nH]c2cccc(OCC(O)CNC(C)(C)C)c12 (configuration not stated)	2	-5	-3.3	82*	2%	0.99	12	1	1
CCOC(=O)N1CCN(C(=O)C2CCCN(c3nc4ccc(OCC)cc4s3)C2)CC1 (configuration not stated)	1	34	-0.5	-5	1%	1	-12	0.9	1.1
CCOC(=O)c1ccc(NC(=O)Nc2ccc3c4c(cccc24)C(=O)N3CC)cc1	1	-6	-2.8	1	5%	1.1	-15	0.8	1.1
CCOC(=O)c1ccc(NC(=O)C2=C(C)Nc3nc(CCCO)nn3C2c2ccc(OC)cc2)cc1 (configuration not stated)	7	-14	-1.1	-10	4%	1	-1	0.9	1.1
Cc1ccc(S(=O)(=O)Nc2cc(C(=O)O)ccc2N2CCCCC2)cc1	-4	1	-2.6	1	2%	0.99	-5	1	1
The listing continues.
SMILES	MMP13 inh	RORA act	HTR1A agonist	5HT1a antag	NADH enzymes	Abs 340nm	SF1 activator	TNAP act DEA	Fluor 339 460
COc1ccccc1Cc1nc(-c2ccc(Br)o2)no1	3	31	-1.1	4	3%	1	23	0.9	1.1
CC1(C)CC(=O)C(C=NCC2CCCO2)=C(O)C1 (configuration not stated)	3	0	-0.8	-1	6%	1.1	4	0.9	1.1
COc1ccc(N=C(N(C)C)P(=O)(N(C)C)N(C)C)cc1	3	16	-0.5	1	4%	0.99	3	1	1
Cc1ccc2oc3c(c(=O)c2c1)C(c1cccs1)N(CCCN(C)C)C3=O (configuration not stated)	-1	26	-2.0	9	4%	1.1	-7	1	1.2
CCOC(=O)N1CCN(CCC(=O)Nc2ccc(OC(F)(F)F)cc2)CC1	2	-20	-0.3	0	6%	0.97	-13	1	1.1
O=c1c2[nH]c3ccccc3c2ncn1Cc1cccnc1	-11	20	-3.0	8	8%	1	1	1	1.3
O=C(Nc1cnccn1)C1c2ccccc2Oc2ccccc21	2	-10	1.2	10	3%	1	-2	0.9	1.1
CN(C)CCNc1ncnc2c1cnn2-c1ccc(Cl)cc1	-26	43	-2.1	-3	1%	1	73*	0.9	1.1
COc1ccc(C(=O)Cn2c(=O)c(CCC(=O)O)nn3c4ccccc4nc23)cc1OC	-16	-14	-1.4	-13	17%	1.1	3	1	2.8*
Cn1nnc2cc(C(=O)NC(C)(C)C)ccc21	2	2	-5.4	-1	7%	0.99	6	0.9	1.1
O=C(CSc1nc(-c2ccco2)cc(C(F)(F)F)n1)N1CCCc2ccccc21	5	4	-0.1	-18	4%	0.98	-21	0.8	1.1
CCc1cc2c(NCCN3CCCCC3)ncnc2s1	0	-17	-0.8	0	9%	1	8	1	1.1
O=C(Nc1cccc(Cl)c1Cl)C1CCN(c2ncccn2)CC1	-1	5	1.2	8	1%	1	5	0.9	1.3
Cc1onc(-c2ccccc2Cl)c1C(N)=O	2	-24	-1.6	11	5%	1	-7	0.9	1.1
CC1=CCC(Cc2nc3ccccc3o2)C1(C)C (configuration not stated)	7	10	-0.4	-20	7%	1	-8	0.9	1.1
Cc1nc(N2CCN(C)CC2)c2sc(=S)n(-c3ccccc3)c2n1	2	4	-0.4	-11	12%	1.2	18	0.9	1
Cc1cc(-c2nnc3n2N=C(C(C)(C)C)CS3)n[nH]1	2	9	-0.3	0	3%	1	-2	1	1.2
Cc1ccsc1/C=c1\sc2ncnn2c1=O	2	2	-2.0	4	8%	1.3	-18	0.4	1

Assay outcomes: PubChem, several laboratories
